PDI turbidity – inhibitors of human PDI, primary screen, biochemical, turbidity, single point, plate reader; Protein disulfide-isomerase (Homo sapiens), P07237; PDI insulin aggregation turbidity, A650, 90 min; inhibition, % at 10 µM; actives 0.052% (n = 350,000); AID 588391, 2011;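 active = mean inhibition across replicates of 30% or more, whatever share of single replicates reach that level; inconclusive = mean inhibition below 30% while every single replicate reaches 30%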;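 also: absorbance from insulin aggregation driven by PDI reduction with DTT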
Target sequence (P07237 whole entry, looked up): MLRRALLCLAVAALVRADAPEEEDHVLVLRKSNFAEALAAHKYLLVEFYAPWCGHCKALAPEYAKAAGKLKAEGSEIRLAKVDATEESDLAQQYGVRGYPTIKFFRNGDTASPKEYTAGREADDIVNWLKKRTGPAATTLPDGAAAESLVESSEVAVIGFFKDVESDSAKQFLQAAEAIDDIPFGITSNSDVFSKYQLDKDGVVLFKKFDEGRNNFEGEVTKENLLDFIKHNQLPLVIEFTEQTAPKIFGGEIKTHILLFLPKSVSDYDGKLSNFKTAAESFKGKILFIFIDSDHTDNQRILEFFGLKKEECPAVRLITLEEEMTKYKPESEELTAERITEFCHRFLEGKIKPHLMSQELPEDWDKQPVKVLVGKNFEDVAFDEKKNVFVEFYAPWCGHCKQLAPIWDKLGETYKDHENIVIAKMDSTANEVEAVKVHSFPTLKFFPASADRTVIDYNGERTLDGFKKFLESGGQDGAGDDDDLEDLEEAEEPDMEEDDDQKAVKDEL
MC4R barr agon – MC4R agonists recruiting beta-arrestin, primary screen, cell-based, luminescence, agonist arm of biased-ligand search. U2OS MC4R beta-arrestin complementation; percent of melanotan II response, DMSO zero. activation, % at 8.9 µM. actives 0.98% (n = 360,000). AID 540308, 2011;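 active = activation above a per-plate cutoff, the mean activation of sample wells on that plate plus 3 SD, cut at about 8% in these data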
Target sequence (P32245 whole entry, looked up): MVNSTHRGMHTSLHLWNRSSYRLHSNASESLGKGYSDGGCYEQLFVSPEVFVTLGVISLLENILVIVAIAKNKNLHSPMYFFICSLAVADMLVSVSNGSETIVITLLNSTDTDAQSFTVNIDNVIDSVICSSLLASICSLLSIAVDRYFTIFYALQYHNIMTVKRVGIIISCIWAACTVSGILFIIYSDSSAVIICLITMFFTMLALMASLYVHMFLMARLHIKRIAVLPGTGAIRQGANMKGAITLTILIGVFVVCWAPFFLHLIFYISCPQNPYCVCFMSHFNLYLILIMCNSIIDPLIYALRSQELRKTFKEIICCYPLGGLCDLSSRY
N-glyco inh – increase of ERlucT glycosylation luciferase signal, primary screen, N-linked glycosylation inhibitor project, D54 ERlucT cells, luminescence, set 2 | D54 ERlucT glycosylation luciferase reporter, 24 h; percent of 100 nM tunicamycin response | reporter increase, % at 12.5 µM | actives 0.23% (n = 360,000) | AID 588692, 2011;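 active = mean luciferase reporter signal, scaled so untreated is 0 and the glycosylation-blocking control 100, at or above a set limit in every replicate; inconclusive = mean reaches the limit but not every replicate does; inactive = mean below the limit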;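 also: luciferase carries N-glycosylation sites so blocking glycosylation raises the light; 0% = median of neutral control wells and 100% = median of 100 nM tunicamycin wells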
MC4R antagonist – MC4R antagonists of cAMP signaling, primary screen, cell-based, TR-FRET, antagonist arm of biased-ligand search | Melanocortin receptor 4 (Homo sapiens), P32245 | MC4R-expressing cells, MTII-stimulated cAMP, LANCE TR-FRET | inhibition, % at 6.5 µM | actives 0.48% (n = 360,000) | AID 540295, 2011;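 active = inhibition above its plate's cutoff, the mean of tested wells on that plate plus 3 SD, cut at about 29% in these data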;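 also: 0% = Melanotan II alone and 100% = Melanotan II plus saturating MCL0020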
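Material: U2OS-MC4R stable cell line | Reagent: Melanotan II challenge after compound preincubation | Doses: One concentration, 6.5 µM nominal | Incubation: 30-min compound preincubation, 1-h Melanotan II challenge, 1-h detection, room temperature | Signal: TR-FRET cAMP assay | Replicates: One well per compound, no replicates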
Vif imaging – HIV Vif self-association inhibitors, primary screen, imaging, HEK293T, single point; HEK293T cells, Vif self-association by quenched fluorescence, 24 h; inhibition, % at 7.49 µM; actives 0.35% (n = 340,000); AID 602346, 2012; in the data active = inhibition above about 50%, passing the limit was not always enough; inconclusive = no clear call, values can overlap the other calls; inactive = below about 31%; also: some results filed as inactive read as strong as hits
aDG glyco up – activators of alpha-DG glycosylation, primary screen, uHTS, Pro5-aDG cells, AlphaScreen | alpha-DG glycosylation AlphaScreen (IIH6); 0% Pro5, 100% B10-LARGE cell signal | activation, % at 10 µM | actives 0.22% (n = 360,000);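 active = activation of at least 8% versus controls, or a plate z-score of at least 8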;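 also: Pro5 are CHO cells carrying HIG-tagged alpha-DG that lacks glycosylation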
HTR2A ag – mouse Htr2a agonists via beta-arrestin recruitment, primary screen, cell-based, luminescence; AID 624169, 2012; actives 0.66% (n = 360,000); activation, % at 7.6 µM; CHO-K1 mHTR2A beta-arrestin complementation; percent of 30 µM serotonin response; 5-hydroxytryptamine receptor 2A (Mus musculus), P35363;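 active = activation above a run cutoff, the mean activation of all tested compounds plus 3 SD, cut at about 14% in these data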;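 also: 0% = plate median of compound wells and 100% = 30 µM serotonin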
ABCB6 inh MLPCN – ABCB6 transporter inhibitors, primary screen, K562-ABCB6 cells, flow cytometry, MLPCN library; fluorescence ratio to DMSO, % at 10 µM; actives 0.19% (n = 360,000); K562-ABCB6 porphyrin accumulation, 1 h; hits give low values; AID 602162, 2011; ATP-binding cassette sub-family B member 6 (Homo sapiens), Q9NP58;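 active = fluorescence ratio to DMSO below 75%, the collection mean minus 3 SD; inconclusive = too few cells collected in the well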;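 also: signal is porphyrin accumulated inside mitochondria; 100% equals median channel fluorescence of DMSO control wells; lower ratio means ABCB6 inhibition with less porphyrin fluorescence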
H9c2 protect – cardioprotection against H2O2-induced cell death, primary screen, uHTS, H9c2 cells, ATPLite luminescence; H9c2 cardiomyocytes, H2O2 injury protection, 2 h; actives 0.63% (n = 360,000); protection from H2O2 cell death, % at 20 µM;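 active = compounds giving at least 50% protection of heart cells from peroxide-induced death in the single-dose screen, raw or plate-pattern-corrected value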;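 also: 0% = DMSO wells with peroxide and 100% = DMSO wells without peroxide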
CaV13 FRET inh – Primary screen for inhibitors of IQ motif and Ca2+-dependent inactivation inhibitor domain binding in CACNA1D, Förster resonance energy transfer in living cells, … | HEK cells, CFP/YFP FRET ICDI-IQ, plate reader, 10 min; percent FRET-ratio fall versus neutral wells | inhibition, % at 12.3 µM | actives 0.098% (n = 340,000);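 active = mean replicate inhibition of at least 30% and at least 1% of replicates passing that level; inconclusive = only one of the two criteria is met; inactive = neither criterion is met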;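 also: 0% = median of the neutral control wells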
The depositor's hits bear a star; ? = inconclusive; . = not tested or not shown.

mol,H9c2 protect,Vif imaging,PDI turbidity,HTR2A ag,MC4R barr agon,MC4R antagonist,ABCB6 inh MLPCN,aDG glyco up,CaV13 FRET inh,N-glyco inh
CCC1=C(OC(=O)N(CC)CC)N2C(=O)OC(=NCC3CC3)[C@]2(Cc2ccccc2)[C@H]2C1=CC[C@H]1C(=O)N(c3ccccc3)C(=O)[C@H]12,-1,.,1,-2,0.9,18,99,0.1,-4,-1
CCOc1ccccc1NC(=O)c1cccc(NC(=O)c2ccco2)c1,14,-7,0,-1,-1.5,-7,92,0.2,-2,24
Cc1ccc(Cl)cc1N(CC(=O)N1CCOCC1)S(C)(=O)=O,1,3,4,3,-0.6,7,89,-0.2,-20,-1
Cc1cc(C)nc(NS(=O)(=O)c2ccc(NC(=O)CSc3nc4ccccc4[nH]3)cc2)n1,7,1,4,-2,0.6,15,100,0.2,-3,2
Clc1ccc(C2=Nn3c(nnc3-c3cc(-c4ccccc4)n[nH]3)SC2)cc1,-24,.,-6,1,41*,-5,92,0.0,-9,?
COc1ccc(C(=O)Nn2cnnc2)c(OC)c1,2,2,-3,0,-1.4,11,96,-0.1,-5,3
Nc1nc(-c2ccccc2)[nH]c(=O)c1N=O,3,-3,3,4,-2.2,-6,97,0.0,-5,0
CC(=O)Nc1ccc(S(=O)(=O)N2CCN=C2SCc2ccc(C)cc2)cc1,-3,-21,1,-2,-2.6,3,89,0.5,-8,1
O=C(/C=C/c1cccc(Cl)c1)NCCCN1CCOCC1,8,0,1,-11,-1.8,-1,104,0.1,-3,1
CNC(=O)CN1C(=O)c2cccc3cccc1c23,14,-4,6,2,0.1,-4,101,0.2,-6,0
CC(C)N1C(=O)CCC1C(=O)N1CCN(c2ccc(F)cc2)CC1 (stereo not drawn),-7,16,-1,2,-1.0,7,94,-0.1,5,3
COc1ccc(N(C)S(=O)(=O)c2ccc(C)cc2)c([N+](=O)[O-])c1,-4,0,4,-3,-0.5,-3,97,-0.3,-5,1
COc1ccc(-c2[nH]ncc2CN(C)CC2CCCCO2)cc1F (stereo not drawn),3,6,-4,2,-2.6,-2,94,-0.1,7,0
C[C@@H]1CN([C@@H](C)CO)C(=O)CCCn2cc(nn2)CO[C@H]1CN(C)C(=O)CCCN(C)C,1,-2,-1,8,-2.2,3,99,-0.4,-4,3
Cc1nc2ccccc2c(=O)n1NC(=O)CCC(=O)O,-7,4,-4,-3,-0.9,13,103,0.1,-7,-1
O=S(=O)(c1ccc2ccccc2c1)N1CCc2ccccc21,-15,1,15,-5,-1.0,6,105,0.1,-5,-7
CCCCCCN1C[C@@H](O)[C@H](n2cc(C3CC3)nn2)C[C@@H]1c1ccc(Cl)cc1,-24,2,9,7,3.6,5,94,0.6,-10,-4
CCc1ccc(CN2CCCC(C(=O)N3CCCCC3)C2)cc1 (stereo not drawn),-6,2,0,-3,-2.2,-9,101,0.0,-5,0
CCOc1ccc(NC(=O)CSc2nnc(C3CC3)n2C2CC2)cc1,1,-2,-1,-4,-2.4,4,100,0.0,-5,0
COc1ccc2c(c1)C(C)CC(C)(C)N2C(=O)NC1CCCCC1 (stereo not drawn),-4,-3,-11,4,2.4,7,100,-0.1,-3,0
Cn1nnnc1SCC(=O)Nc1cccc(S(=O)(=O)N2CCCCC2)c1,-8,1,2,2,-0.8,3,96,0.0,-6,-3
CN(Cc1ccccc1F)c1cc2c(c3c1ccn3C)C1CCC2O1 (stereo not drawn),-4,1,.,3,.,.,100,-0.5,-10,-1
CC(=O)Nc1nc2cc3c(cc2s1)OCO3,-5,-5,.,3,-1.0,13,99,1.0,-5,-2
CCc1sc(C(=O)Nc2ccc(N3CCOCC3)cc2)cc1C,-8,-3,-4,4,-1.2,6,91,0.1,-6,1
O=C(c1ccc(Cl)c(S(=O)(=O)NCc2ccccc2)c1)N1CCN(c2ccccn2)CC1,14,-7,2,0,-0.8,3,95,-0.2,-8,1

Next entries.
mol,H9c2 protect,Vif imaging,PDI turbidity,HTR2A ag,MC4R barr agon,MC4R antagonist,ABCB6 inh MLPCN,aDG glyco up,CaV13 FRET inh,N-glyco inh
Cc1cccn2c(=O)c3cc(C(=O)NCC4CCCO4)c(=N)n(C4CCCC4)c3nc12 (stereo not drawn),13,8,-2,0,-0.8,1,166,0.0,23,-1
O=C(c1ccc(-n2cccn2)cc1)N1CCc2c([nH]c3ccccc23)C1c1ccccn1 (stereo not drawn),22,-7,-8,-4,0.2,-4,92,-0.1,-4,2
CC(=O)Nc1ccc(NC(=O)C(C)OC(=O)c2ccc(OCc3c(C)noc3C)cc2)cc1 (stereo not drawn),4,8,-3,-3,0.6,7,100,0.0,-7,4
CC1OC(CCc2cccc(Cl)c2)Cc2[nH][nH]c(=O)c21 (stereo not drawn),.,.,.,8,.,.,103,0.1,-6,.
CC(O)(c1ccc(F)c(F)c1)c1nc(/C=C/c2ccccc2)cs1 (stereo not drawn),-10,-10,12,9,1.1,5,100,-0.3,-5,0
COc1ccc(-c2csc(C(C)(O)c3cccnc3)n2)cn1 (stereo not drawn),-4,-3,14,3,-1.1,4,95,-0.1,-4,2
NC(=S)Nc1cc(Cl)ccc1Cl,-1,1,9,0,-0.1,6,98,0.0,-6,2
CC(=O)OC1C2CCC1C([N+]1(C)CCCCC1)CC2 (stereo not drawn),4,0,0,0,-1.9,16,93,-0.1,6,2
C=CCn1c(COc2ccc(Cl)cc2)nnc1SCC(=O)N/N=C/c1cccc(O)c1,-15,-5,8,-7,2.6,18,101,-0.2,.,-1
COCC(C)N1C(=O)Cc2c1nc(N)c1c(N)nc(N3CCN(c4ccccc4F)CC3)c(C#N)c21 (stereo not drawn),46,-11,-9,-6,0.9,6,88,0.1,-7,-3
Cc1ccc(N(CC(=O)Nc2cc(C)cc(C)c2)S(=O)(=O)c2c(C)noc2C)cc1,-12,-3,3,-4,-0.7,11,107,7.6*,-8,-6
O=C(NCCn1cc(SCc2ccc(F)cc2)c2ccccc21)c1ccccc1F,-26,2,.,6,0.8,1,94,2.9,.,-6
Cc1ccc(CNC(=O)c2ccc3c(c2)NC(=O)CS3)cc1,7,5,-7,-1,-3.2,11,101,-0.1,-7,1
O=C(CN(C(=O)c1csnn1)c1cccc(F)c1)NCc1ccc(F)cc1,-2,-3,-5,-2,-2.3,2,99,0.1,-2,-2
CCN(CCNC(=O)CCCn1nc(C)n2c(cc3sccc32)c1=O)c1ccccc1,8,-2,.,-4,2.0,-44,100,-0.4,17,2
C=CCn1c(=NC(=O)c2ccc(S(=O)(=O)N3CCCC3)cc2)sc2cc(NC(C)=O)ccc21,1,7,-7,1,0.9,18,91,-0.2,-5,-1
CCCn1c(NCc2ccc(N(C)C)cc2)nc2ccccc21,-4,-2,-3,6,0.0,6,95,0.8,-7,-1
C=CCn1c(=O)n(C(=O)OCC)c2cc(Br)ccc21,-2,-3,-4,-1,-0.9,15,102,-0.4,-5,1
COc1ccc(NC(=O)CN(C)C(=O)c2cn(-c3ccccc3)nc2-c2cccs2)cc1,2,-14,-4,-2,-1.0,6,85,0.1,-6,0
CCOC(=O)[C@H]1[C@H]2COc3ccccc3[C@@H]2N2C(=O)c3cc(F)ccc3NC(=O)[C@@]12C,14,-3,-6,0,-3.3,7,99,0.0,-6,-2
CC1CCN(C(=O)c2ccccc2SCC(=O)NCC2CCCCC2)CC1,-4,-9,1,0,0.8,16,98,-0.2,-2,0
Cn1c(CN2CCOCC2)c(C#N)c2ccccc21,0,1,4,-3,-2.0,-6,60*,-0.2,-4,3
Nc1c(-c2ccc(Cl)cc2)cnc2c(-c3ccc(F)cc3)cnn12,-15,-8,-14,3,7.3,8,122,0.1,-18,-9
Cc1ccc(S(=O)(=O)N2CCN(Cc3ccccc3)CC2)s1,-1,-2,4,-6,-1.0,-5,97,-0.2,-2,-1
CC(=O)N/N=C(\C)CCc1ccccc1,1,6,-2,-3,3.0,18,98,0.6,-14,2

Remaining list, next part:
mol,H9c2 protect,Vif imaging,PDI turbidity,HTR2A ag,MC4R barr agon,MC4R antagonist,ABCB6 inh MLPCN,aDG glyco up,CaV13 FRET inh,N-glyco inh
Nc1nnc(SCC(=O)Nc2cccc(Cl)c2)s1,6,.,-1,-4,-1.4,18,98,-0.2,-5,1
Cc1ccc(-c2nn(C)c(=O)c3ccccc23)cc1S(=O)(=O)NCCO,3,9,4,-3,-1.5,6,84,0.1,-3,4
COc1ccc(S(=O)(=O)Nc2ccccc2OC)cc1NC(=O)c1cc2ccccc2oc1=O,7,-3,-5,1,-1.6,7,89,0.1,-19,-6
COc1cc(OC)cc(-n2nnnc2SCC(=O)N2CCCC2)c1,12,.,0,0,2.2,6,101,-0.3,.,10
C[C@@H]1CN([C@@H](C)CO)C(=O)CCCn2cc(nn2)CO[C@H]1CN(C)C(=O)OCc1ccccc1,10,2,-1,-3,-0.5,-6,98,0.1,-12,0
O=S(=O)(c1ccccc1)n1ccc2cccnc21,0,-3,2,6,-3.4,2,88,-0.3,0,0
Cc1ccc(C)c(NC2CCCCC2NS(=O)(=O)c2ccccc2)c1 (stereo not drawn),-4,-6,-1,6,5.8,3,97,-0.2,-17,-4
CN(C)c1ccc(NC(=S)NC(=O)/C=C/c2ccco2)cc1,8,7,7,0,4.7,10,98,-0.2,-1,-2
Cc1ccc(-c2nnc3c4ccccc4c(C)nn23)cc1S(=O)(=O)N1CCN(CCO)CC1,20,3,-3,5,1.5,-19,95,-0.2,-6,-3
Cn1c(=O)c2c(nc(Cl)n2Cc2ccc(Cl)c(Cl)c2)n(C)c1=O,-15,.,-2,0,1.5,3,97,1.4,-4,-2
COc1ccccc1C(=O)NCCC(=O)N(C)CC(=O)Nc1ccc(C)cc1,10,1,3,2,-3.5,11,104,0.1,-5,0
CCOc1ccc(S(=O)(=O)NCc2ccc3c(c2)OCO3)cc1C,-3,-1,-3,2,-0.1,4,91,0.0,-2,0

Screening results (PubChem)
